Compound activity deposited in PubChem BioAssay by several laboratories.
Dyrk1A ADPGlo: rat Dyrk1A kinase inhibitors, primary screen, biochemical, single point, plate reader. AID 504441, 2011. ADP-Glo luminescence, NFATc1 peptide. Dual specificity tyrosine-phosphorylation-regulated kinase 1A (Rattus norvegicus), Q63470. inhibition, % at 12.5 µM. actives 0.43% (n = 310,000); in the data active = inhibition above about 50%;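 note: plate controls were vehicle with enzyme for no effect and no enzyme for full effect; many of its hits are not listed in these tables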
HDAC3 inh: HDAC3 deacetylase inhibitors, primary screen, biochemical, fluorescence, cell-free homogeneous; Histone deacetylase 3 (Homo sapiens), O15379; recombinant HDAC3, fluorogenic peptide/trypsin coupled; inhibition, % at 8.3 µM; actives 0.15% (n = 320,000); in the data active = inhibition above about 26%, passing the limit was not always enough
KCNK3 inh: human KCNK3 channel inhibitors, primary screen, CHO cells, FluxOR thallium flux, B-score; Potassium channel subfamily K member 3 (Homo sapiens), O14649; FluxOR fluorescence; hits give low values; B-score at 10 µM; actives 0.84% (n = 340,000); AID 602410, 2012;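 active = B-score under library mean minus 4 SD, starting fluorescence ratio at most library mean plus 5 SD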;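 note: more negative B-score means stronger inhibition of thallium flux through KCNK3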
KCNQ1 inh: inhibitors of human KCNQ1 channel, primary screen, cell-based, thallium flux, high-throughput; actives 1.3% (n = 310,000); B-score at 10 µM; CHO-K1 KCNQ1, FluxOR thallium flux fluorescence; hits give high values;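 active = compounds whose thallium flux B-score, printed positive for inhibition, exceeds three library SD while starting fluorescence stays within three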;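 note: channel opened by potassium depolarization with thallium stimulus after 20 min compound exposure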
RGS4 act: RGS4 potentiators or activators, primary screen, cell-based, HEK293 M3R inducible RGS4, calcium flux; B-score at 10 µM; actives 0.92% (n = 310,000); carbachol calcium flux Fluo4; hits give low values;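 active = B-score of the integrated calcium signal more than 4 SD below the library mean, with starting fluorescence not abnormally high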;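 note: negative B-score means reduced calcium response which marks RGS4 activation or potentiation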
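Material: Inducible-RGS4 HEK293 cells carrying M3 receptor; also added: carbachol at ECmax as muscarinic agonist stimulus; incubation: compound preincubation 20 min at room temperature before agonist; signal: Fluo4-AM (2 µM) calcium-flux fluorescence, kinetic read; measure: integrated calcium ratio converted to B score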
KCNK9 inh: KCNK9 potassium channel inhibitors, primary screen, HEK293 cells, thallium flux. actives 1.2% (n = 310,000). FluxOR thallium flux fluorescence; hits give low values. Potassium channel subfamily K member 9 (Homo sapiens), Q9NPC2. B-score at 10 µM;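 active = ratio B-score over 3 SD below the library mean, with starting fluorescence within 5 SD of its mean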;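 note: negative B-score means less thallium flux so channel inhibition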
Target sequence (Q9NPC2 whole entry, looked up): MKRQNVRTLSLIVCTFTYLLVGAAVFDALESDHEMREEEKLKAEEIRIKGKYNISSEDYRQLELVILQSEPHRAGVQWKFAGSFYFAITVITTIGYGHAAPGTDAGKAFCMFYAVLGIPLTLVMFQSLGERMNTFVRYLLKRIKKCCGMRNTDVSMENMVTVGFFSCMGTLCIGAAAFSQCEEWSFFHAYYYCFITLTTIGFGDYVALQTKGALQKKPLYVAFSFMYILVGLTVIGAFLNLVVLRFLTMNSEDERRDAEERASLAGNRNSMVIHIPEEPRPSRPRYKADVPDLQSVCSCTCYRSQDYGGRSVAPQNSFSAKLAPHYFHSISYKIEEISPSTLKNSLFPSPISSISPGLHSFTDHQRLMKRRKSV
GSK3beta inhib: human GSK3beta kinase inhibitors, primary screen, biochemical, cell-free homogeneous, HTS. Glycogen synthase kinase-3 beta (Homo sapiens), P49841. GST-GSK3beta kinase, ADP-Glo luminescence, 60 min; hits give low values. activity score (negative = inhibition), % at 10 µM. actives 0.038% (n = 300,000). AID 2097, 2009;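 active = more than half of replicate wells score below -50%, meaning over 50% inhibition versus plate controls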;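 note: 0% = median DMSO wells and -100% = median GW8510 positive control wells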
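Assay system: GST-tagged human GSK3beta kinase, cell-free; Input: 1.6 ng GSK3beta; Medium: Tris/MgCl2 kinase buffer; Timing: 60 min enzyme reaction, room temperature; Signal: ADP-Glo luminescence quantifying ADP generated by kinase; Evaluation: score relative to plate controls; Benchmarks: DMSO neutral wells and GW8510 at 20 µM as positive.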
PolyA inh: polyadenylation inhibitors in yeast reporter cells, primary screen, luminescence, S. cerevisiae; S. cerevisiae SKY197-pL101 polyadenylation reporter, beta-gal luminescence; efflux-impaired pdr1/pdr3 knockout yeast; score 100 = 6 SD above DMSO; calls only at 12 µM; actives 0.02% (n = 300,000); AID 1875, 2009;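 active = lowest replicate activity score at least 50, where 100 means six control SD above control mean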;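 note: yeast exposed to compound for 9 h at 30 °C; higher score means more reporter readthrough which indicates perturbed polyadenylation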
GSK3A inh: blockers of GSK3A enzyme activity – biochemical, luminescence, cell-free homogeneous, HTS, primary screen | Glycogen synthase kinase-3 alpha (Homo sapiens), P49840 | GSK-3 alpha kinase, ADP-Glo luminescence, 60 min | inhibition, % at 10 µM | actives 0.1% (n = 320,000) | AID 2650, 2010;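 in the data active = inhibition above about 50%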;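 note: GST-tagged GSK-3 alpha with peptide substrate and 25 µM ATP; 0% = DMSO neutral wells and 100% = GW8510 positive control wells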
Target sequence (P49840 whole entry, looked up): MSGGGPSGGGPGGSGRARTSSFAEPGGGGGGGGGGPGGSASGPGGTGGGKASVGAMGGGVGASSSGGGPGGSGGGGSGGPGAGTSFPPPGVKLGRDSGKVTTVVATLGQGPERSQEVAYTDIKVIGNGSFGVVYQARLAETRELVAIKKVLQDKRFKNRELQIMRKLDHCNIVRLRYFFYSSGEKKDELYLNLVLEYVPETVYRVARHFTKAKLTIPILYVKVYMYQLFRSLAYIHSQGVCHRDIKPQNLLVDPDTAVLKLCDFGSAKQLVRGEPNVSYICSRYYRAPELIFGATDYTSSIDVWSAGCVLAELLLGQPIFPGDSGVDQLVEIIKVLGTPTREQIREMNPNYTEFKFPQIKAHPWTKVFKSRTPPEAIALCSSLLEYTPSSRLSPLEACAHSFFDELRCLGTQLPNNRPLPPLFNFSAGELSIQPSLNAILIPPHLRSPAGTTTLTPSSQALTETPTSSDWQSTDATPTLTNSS
KCNQ1 pot: potentiators or activators of KCNQ1 channel, primary screen, cell-based, thallium flux, high-throughput; actives 0.35% (n = 310,000); CHO-K1 KCNQ1, thallium flux FluxOR fluorescence; hits give high values; B-score at 10 µM; AID 2648, 2010;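 active = fluorescence ratio B-score, a plate-corrected score, at least three library SD, with initial intensity B-score within 5 SD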
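assay system = CHO-K1 cells stably expressing KCNQ1 | medium = assay buffer, equal DMSO in all wells | timing = 37 °C overnight plating, 90-min dark dye load, 20-min compound pretreatment | measured by = kinetic FluxOR thallium fluorescence, 10-s 1-Hz baseline, 110-s post-stimulus read | measure = fluorescence change relative to baseline, converted to B score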
hERG rescue: hERG rescue from dofetilide block, primary screen, cell-based, CHO-hERG, FluxOR thallium flux, dofetilide IC70; actives 0.51% (n = 310,000); activation (rescue from dofetilide block), less the hit threshold, % at 10 µM; Voltage-gated inwardly rectifying potassium channel KCNH2 (Homo sapiens), Q12809; AID 1511, 2009; dofetilide IC70 present;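 active = activation above the mean of controls blocked by dofetilide plus 5 SD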;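 note: thallium influx through hERG after potassium depolarization seen as dye fluorescence rise; in these data hits start at about 4.7%; inactives centre near -7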
* marks the source's active call; other numbers are inactive results. Some of the compounds tested (hit frequency here may not be typical).

Screening O=C(CCc1nnc(CCCc2ccccc2)o1)NCCN1CCOC1=O returned Dyrk1A ADPGlo 6, HDAC3 inh 0, KCNK3 inh inactive, KCNQ1 inh inactive, RGS4 act inactive, KCNK9 inh inactive, GSK3beta inhib 4, PolyA inh inactive, GSK3A inh 1, KCNQ1 pot inactive and hERG rescue -6.
Screening COc1ccc(C2(C)NC(=O)NC2=O)cc1OC (stereo unspecified) returned Dyrk1A ADPGlo 3, HDAC3 inh 0, KCNK3 inh inactive, KCNQ1 inh inactive, RGS4 act inactive, KCNK9 inh inactive, GSK3beta inhib -18, GSK3A inh -2, KCNQ1 pot inactive and hERG rescue -4.
`COC(=O)n1ccc(C(=O)Nc2ccccc2F)n1` gave Dyrk1A ADPGlo 2, HDAC3 inh 1, KCNK3 inh inactive, KCNQ1 inh inactive, RGS4 act inactive, KCNK9 inh inactive, GSK3beta inhib 1, PolyA inh inactive, GSK3A inh -2, KCNQ1 pot inactive and hERG rescue -14.
CC(C)(C)c1ccc(/C=C/C(=O)N2CCc3ccccc3C2)cc1 was read as Dyrk1A ADPGlo 1, HDAC3 inh 9, KCNK3 inh -11*, KCNQ1 inh 13*, RGS4 act inactive, KCNK9 inh inactive, GSK3beta inhib 0, PolyA inh inactive, GSK3A inh -3, KCNQ1 pot inactive and hERG rescue -4.
For COC(=O)CCn1nc(-c2ccc(Cl)cc2)c2ccccc2c1=O the results were Dyrk1A ADPGlo 6, HDAC3 inh 5, KCNK3 inh inactive, KCNQ1 inh inactive, RGS4 act inactive, KCNK9 inh inactive, GSK3beta inhib 0, PolyA inh inactive, GSK3A inh -3, KCNQ1 pot inactive and hERG rescue -7.
COCOc1cc(O)c(C(=O)/C=C/c2ccccc2)c(OCOC)c1 was read as Dyrk1A ADPGlo 0, HDAC3 inh 9, KCNK3 inh inactive, KCNQ1 inh inactive, RGS4 act inactive, KCNK9 inh inactive, GSK3beta inhib -5, PolyA inh inactive, GSK3A inh -3, KCNQ1 pot inactive and hERG rescue -19.
`COc1ccc(C(=O)CN2C(=O)NC(C)(c3ccc(C)cc3)C2=O)cc1OC` (stereo unspecified) gave Dyrk1A ADPGlo 0, HDAC3 inh 0, KCNK3 inh inactive, KCNQ1 inh inactive, RGS4 act inactive, KCNK9 inh inactive, GSK3beta inhib -15, PolyA inh inactive, GSK3A inh -1, KCNQ1 pot inactive and hERG rescue -6.
Screening Cc1ccc(CNc2oc(-c3cccs3)nc2C#N)cc1 returned Dyrk1A ADPGlo 2, HDAC3 inh -64, KCNK3 inh inactive, KCNQ1 inh inactive, RGS4 act inactive, KCNK9 inh inactive, GSK3beta inhib -4, PolyA inh inactive, GSK3A inh 0, KCNQ1 pot inactive and hERG rescue 0.
Screening CCOc1ccc(CNC(=O)c2ccc3c(c2)N(CC)CCS3)cc1 returned Dyrk1A ADPGlo -1, HDAC3 inh -32, KCNK3 inh inactive, KCNQ1 inh inactive, RGS4 act inactive, KCNK9 inh inactive, GSK3beta inhib 1, PolyA inh inactive, GSK3A inh -2, KCNQ1 pot inactive and hERG rescue -8.
For Cc1cc(C)c(C(=O)COC(=O)c2ccc([N+](=O)[O-])o2)cc1C the results were Dyrk1A ADPGlo -6, HDAC3 inh 2, KCNK3 inh inactive, KCNQ1 inh inactive, RGS4 act -7.5*, KCNK9 inh inactive, GSK3beta inhib 1, PolyA inh inactive, GSK3A inh 0, KCNQ1 pot inactive and hERG rescue -5.
Screening Cc1c(Cc2ccccc2)c(=O)oc2c(C)c(OC(C)C(=O)N[C@@H](Cc3ccccc3)C(=O)O)ccc12 (stereo partly specified) returned Dyrk1A ADPGlo 5, HDAC3 inh -6, KCNK3 inh inactive, KCNQ1 inh inactive, RGS4 act inactive, KCNK9 inh inactive, GSK3beta inhib 4, PolyA inh inactive, GSK3A inh -1, KCNQ1 pot inactive and hERG rescue -16.
`COc1cccc(N2CCN(CC(=O)c3c[nH]c4ccc(OC)cc34)CC2C)c1` (stereo unspecified) gave Dyrk1A ADPGlo 7, HDAC3 inh 13, KCNK3 inh inactive, KCNQ1 inh inactive, RGS4 act inactive, KCNK9 inh inactive, GSK3beta inhib 2, PolyA inh inactive, KCNQ1 pot inactive and hERG rescue -10.
For COCC(=O)Nc1sc2c(c1C(=O)OC)CCC(C)C2 (stereo unspecified) the results were Dyrk1A ADPGlo 3, HDAC3 inh 6, KCNK3 inh inactive, KCNQ1 inh inactive, RGS4 act inactive, KCNK9 inh inactive, GSK3beta inhib -4, PolyA inh inactive, GSK3A inh -2, KCNQ1 pot inactive and hERG rescue -10.
For CCCNS(=O)(=O)c1ccc(OCC(=O)N(C)Cc2ccccc2)cc1 the results were Dyrk1A ADPGlo 6, KCNK3 inh inactive, KCNQ1 inh inactive, RGS4 act inactive, KCNK9 inh inactive, GSK3beta inhib -2, PolyA inh inactive, GSK3A inh -1, KCNQ1 pot inactive and hERG rescue -10.
`O=C(CCC(=O)OCC(=O)c1ccc(-c2ccccc2)cc1)Nc1cccc2cccnc12` gave Dyrk1A ADPGlo 2, HDAC3 inh -8, KCNK3 inh inactive, KCNQ1 inh inactive, RGS4 act inactive, KCNK9 inh inactive, GSK3beta inhib 0, PolyA inh inactive, GSK3A inh 0, KCNQ1 pot inactive and hERG rescue -2.
`CCn1c(C)nc2cc(C(=O)OC(C(F)(F)C(F)F)C(F)(F)C(F)F)ccc21` gave Dyrk1A ADPGlo 4, HDAC3 inh 2, KCNK3 inh inactive, KCNQ1 inh 9*, RGS4 act inactive, KCNK9 inh inactive, GSK3beta inhib 2, PolyA inh inactive, GSK3A inh -1, KCNQ1 pot inactive and hERG rescue -22.
`CN1CCN(C(CNC(=O)C(=O)Nc2ccc3c(c2)OCO3)c2ccc(F)cc2)CC1` (stereo unspecified) gave Dyrk1A ADPGlo 4, HDAC3 inh 4, KCNK3 inh inactive, KCNQ1 inh inactive, RGS4 act inactive, KCNK9 inh inactive, GSK3beta inhib -2, PolyA inh inactive, GSK3A inh 0, KCNQ1 pot inactive and hERG rescue -5.
Screening COc1ccc(NC(=O)c2c(NC(=O)CCC(=O)O)sc3c2CCCCC3)cc1 returned Dyrk1A ADPGlo -1, HDAC3 inh 8, KCNK3 inh inactive, KCNQ1 inh inactive, RGS4 act inactive, KCNK9 inh inactive, GSK3beta inhib 3, PolyA inh inactive, GSK3A inh 3, KCNQ1 pot inactive and hERG rescue -9.
`CC1=CS(=O)(=O)CC1Sc1nc2ccccc2[nH]1` (stereo unspecified) gave Dyrk1A ADPGlo 3, HDAC3 inh 1, KCNK3 inh inactive, KCNQ1 inh inactive, RGS4 act inactive, KCNK9 inh inactive, GSK3beta inhib 0, PolyA inh inactive, GSK3A inh -5, KCNQ1 pot inactive and hERG rescue -3.
For CCOc1ccc(OCC)c(Nc2cc(C)nc3nc(C)nn23)c1 the results were Dyrk1A ADPGlo 2, HDAC3 inh 2, KCNK3 inh inactive, KCNQ1 inh inactive, RGS4 act inactive, KCNK9 inh inactive, GSK3beta inhib -2, PolyA inh inactive, KCNQ1 pot inactive and hERG rescue -5.
`O=c1c2ccccc2nc(/C=C/c2ccc(Br)cc2)n1CCO` gave HDAC3 inh -3, KCNK3 inh inactive, KCNQ1 inh inactive, RGS4 act inactive, KCNK9 inh inactive, GSK3beta inhib 1, PolyA inh inactive, GSK3A inh -1, KCNQ1 pot inactive and hERG rescue -4.
CN(C(=O)COc1ccc2ccc(=O)oc2c1)C1CCS(=O)(=O)C1 (stereo unspecified) was read as Dyrk1A ADPGlo -1, HDAC3 inh -7, KCNK3 inh inactive, KCNQ1 inh inactive, RGS4 act inactive, KCNK9 inh inactive, GSK3beta inhib 1, PolyA inh inactive, GSK3A inh -1, KCNQ1 pot inactive and hERG rescue -2.
COc1ccc([N+](=O)[O-])cc1N(CC(=O)NCCC1=CCCCC1)S(C)(=O)=O was read as Dyrk1A ADPGlo -3, HDAC3 inh -2, KCNK3 inh inactive, KCNQ1 inh inactive, RGS4 act inactive, KCNK9 inh inactive, GSK3beta inhib 0, PolyA inh inactive, GSK3A inh 5, KCNQ1 pot inactive and hERG rescue -11.
`O=C1C2C(C(=O)N1c1ccncc1)C1C=CC2C12CC2` (stereo unspecified) gave Dyrk1A ADPGlo 6, HDAC3 inh -3, KCNK3 inh inactive, KCNQ1 inh inactive, RGS4 act inactive, KCNK9 inh inactive, GSK3beta inhib 0, PolyA inh inactive, GSK3A inh 0, KCNQ1 pot inactive and hERG rescue -6.
CCc1cc(=O)oc2cc(C)cc(OCC(=O)N[C@@H](CSCc3ccccc3)C(=O)O)c12 was read as Dyrk1A ADPGlo 2, HDAC3 inh -11, KCNK3 inh inactive, KCNQ1 inh inactive, RGS4 act inactive, KCNK9 inh inactive, GSK3beta inhib 4, PolyA inh inactive, GSK3A inh 2, KCNQ1 pot inactive and hERG rescue -6.
Screening CC1CC(NC(=O)c2c(O)nc3sccn3c2=O)CC(C)(C)C1 (stereo unspecified) returned Dyrk1A ADPGlo -7, KCNK3 inh inactive, KCNQ1 inh inactive, RGS4 act inactive, KCNK9 inh inactive, GSK3beta inhib 5, PolyA inh inactive, KCNQ1 pot inactive and hERG rescue -7.
